Source: PubChem BioAssay (several laboratories)
AHR activator: AHR activators, primary screen, cell-based, luminescence, luciferase reporter, human. activation, % at 5 µM. 2.5% of 320,000 active. AHR-responsive luciferase reporter cells; in the data active = activation above about 47%;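 note: 0% = vehicle wells and 100% = reference agonist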
AGP1-GFP MLPCN: modulators of AGP1-GFP expression in yeast TOR pathway, primary screen, cell-based, multiplex flow cytometry, S. cerevisiae, MLPCN library | 3 h; GFP as percent of DMSO wells | GFP response vs DMSO, % at 10 µM | 0.02% of 320,000 active;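 active = GFP response relative to DMSO above a set limit, near screen average plus 3 SD, cut at about 150% in these data; inconclusive = fewer than 70 cells counted for the yeast strain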;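 note: median GFP channel fluorescence of the gated AGP1 strain per well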
MEP2 TOR yeast: modulators of MEP2-GFP levels in yeast, primary screen, S. cerevisiae, multiplex flow cytometry, MLPCN library | AID 2016, 2009 | 0.51% of 330,000 active | S. cerevisiae MEP2-GFP strain, 3 h; 100% = DMSO control level | GFP response vs DMSO, % at 10 µM;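 active = GFP response versus DMSO above a set limit, roughly screen mean plus 3 SD, cut at about 180% in these data; inconclusive = fewer than 70 cells counted for a yeast strain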;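 note: median GFP fluorescence of the barcode-gated MEP2-GFP cells per well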
procasp3 activ: activators of human procaspase-3 D3A mutant, primary screen, biochemical, absorbance, PC-3 D3A mutant, single concentration | Caspase-3 (Homo sapiens), P42574 | recombinant procaspase-3 D3A, Ac-DEVD-pNA absorbance 405 nm | activation, % at 8.5 µM | 0.11% of 330,000 active;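 active = activation above the mean of all tested compounds plus 3 SD, cut at about 21% in these data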;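 note: 0% = DMSO alone and 100% = DMSO wells spiked with extra 5 µM PC-3 D3A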
Target sequence (P42574 whole entry D9A/D28A/D175A): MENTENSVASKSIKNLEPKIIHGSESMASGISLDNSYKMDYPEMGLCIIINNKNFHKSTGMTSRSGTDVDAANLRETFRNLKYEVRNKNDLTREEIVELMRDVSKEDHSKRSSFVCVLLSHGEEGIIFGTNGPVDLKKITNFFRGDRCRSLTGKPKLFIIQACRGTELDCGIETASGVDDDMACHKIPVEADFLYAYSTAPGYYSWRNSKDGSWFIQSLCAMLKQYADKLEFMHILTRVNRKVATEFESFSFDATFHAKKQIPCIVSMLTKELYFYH
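Test system: Procaspase-3 D3A mutant, all three cleavage aspartates alanine | Dosing: Single dose, 8.5 µM nominal compound, 0.8% DMSO | Schedule: 1 h preincubation, 2 h reaction | Technique: 405 nm absorbance of p-nitroaniline, reads at 0 and 120 min | Repeats: One well per compound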
RPL19A-GFP yeast: RPL19A-GFP expression modulators in yeast, primary screen, cell-based, S. cerevisiae, multiplex flow cytometry, MLPCN | S. cerevisiae RPL19A-GFP strain, 3 h; hits give low values | percent response vs DMSO, % at 10 µM | 0.3% of 330,000 active | AID 2025, 2009;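 active = percent response vs DMSO below 50%; inconclusive = fewer than 70 events counted for the yeast strain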;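 note: median channel GFP fluorescence of the barcoded RPL19A-GFP strain; ratio of sample median GFP to plate DMSO average so 100% = DMSO; lower means less RPL19A-GFP as with rapamycin TOR inhibition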
LAP4 TOR yeast: modulators of LAP4-GFP expression in yeast, primary screen, S. cerevisiae, multiplex flow cytometry, MLPCN library; 3 h; median GFP as percent of DMSO wells; GFP response vs DMSO, % at 10 µM; 0.34% of 320,000 active; AID 2023, 2009;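 active = GFP response vs DMSO above a set limit, about the screen mean plus 3 SD, cut at about 150% in these data; inconclusive = under 70 cell events counted for the yeast strain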
proCasp7 act: procaspase-7 activators, primary screen, counter-screen for procaspase-3 activator project, biochemical, absorbance, HTS, human; activation, % at 8.5 µM; 0.093% of 330,000 active; recombinant procaspase-7, Ac-DEVD-pNA absorbance 405 nm; D23A/D198A/D206A triple mutant, cannot self-cleave; scale: DMSO 0, 5 µM enzyme 100;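 active = percent activation above the screen-wide mean plus 3 SD, cut at about 25% in these data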
Target sequence (P55210 whole entry D23A/D198A/D206A): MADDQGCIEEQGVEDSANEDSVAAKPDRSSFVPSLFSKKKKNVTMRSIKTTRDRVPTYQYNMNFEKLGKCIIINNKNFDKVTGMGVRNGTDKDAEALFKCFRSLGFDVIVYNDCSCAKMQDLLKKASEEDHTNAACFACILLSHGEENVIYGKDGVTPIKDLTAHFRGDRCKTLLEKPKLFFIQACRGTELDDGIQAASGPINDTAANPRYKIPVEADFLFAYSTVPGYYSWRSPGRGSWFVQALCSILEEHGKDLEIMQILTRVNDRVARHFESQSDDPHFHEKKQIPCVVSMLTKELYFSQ
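Replicates: singlicate. Assay system: Procaspase-7 triple mutant (PC-7 D3A). Signal: 405 nm absorbance of p-nitroaniline. Times: 1 h preincubation, 2 h reaction. Buffer or medium: Zinc-free HEPES pH 7.4 with 300 mM NaCl, 0.01% Triton X-100. Also added: DEVD-pNA substrate. Benchmarks: DMSO wells as 0%, DMSO with 5 µM added PC-7 as 100%.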
CIT2 TOR yeast: modulators of CIT2-GFP expression in yeast, primary screen, S. cerevisiae, GFP fusion, multiplex flow cytometry, MLPCN library. S. cerevisiae CIT2-GFP strain, 3 h; 100 means same as DMSO wells. 0.065% of 320,000 active. GFP response vs DMSO, % at 10 µM;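 active = GFP response relative to DMSO above a set limit, near the screen mean plus 3 SD, cut at about 150% in these data; inconclusive = Fewer than 70 cells measured for a yeast strain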;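 note: ratio of well median GFP fluorescence to mean of DMSO wells on the plate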
Starred values were filed as active, the others as inactive; ? = inconclusive; / = no result given; [ ] = another dose, or the depositor's remark.

Values run as follows: AHR activator	AGP1-GFP MLPCN	MEP2 TOR yeast	procasp3 activ	RPL19A-GFP yeast	LAP4 TOR yeast	proCasp7 act	CIT2 TOR yeast
- Cc1ccc(-c2nc(CSCC(=O)NCCN3CCN(Cc4ccccc4)CC3)c(C)o2)cc1
→ -5	91	95	-4	106	100	9	93
- Cc1ccc(C2=C/C(=C/c3cccs3)C(=O)O2)cc1
→ -1	94	106	6	103	97	-2	101
- COc1ccc(CCNC(=O)c2cc(COc3c(C)cccc3C)on2)c(OC)c1
→ 1	101	93	-2	100	93	11	103
- CCOc1ccc(C2C(C(=O)c3ccco3)=C(O)C(=O)N2CCCn2ccnc2)cc1OCC (configuration not stated)
→ 2	103	107	-54	102	96	-81	107
- COc1cccc(NC(=O)C2CCCN(S(=O)(=O)c3cccc4nsnc34)C2)c1 (configuration not stated)
→ 12	102	98	3	100	103	12	105
- CS(=O)(=O)c1ccc(CNC(=O)C2(C(F)(F)F)C/C(=C/CCO)CCCO2)cc1 (configuration not stated)
→ 0	98	99	3	105	109	-2	90
- Cc1cccc(-n2c(C)cc(C)c(C#N)c2=O)c1
→ -1	102	101	5	104	95	11	102
- Cc1ccc(NC(=O)C(=O)NCC2CCCO2)cc1C (configuration not stated)
→ 16	104	97	3	98	106	17	93
- CCN(CCCNC(=O)CNC(=O)Cn1cnc2ccccc2c1=O)c1ccccc1
→ 2	109	100	-3	100	97	-7	104
- CCN1CCN(C(=O)/C=C/c2ccc(OC)c(OC)c2)CC1
→ 1	95	108	0	110	93	7	101
- CC(C)C[C@H](NC(=O)c1nc[nH]c1C(=O)NCc1ccc(CNC(=O)OC(C)(C)C)cc1)C(=O)OCc1ccccc1
→ -1	76	87	-2	94	127	-6	67
- O=C(Nc1cccc(-c2cnc3ccccc3n2)c1)c1ccccc1
→ 10	96	102	2	101	103	-2	105
- CCOc1ccc(NC(=O)Cc2c(O)c3ccccc3[nH]c2=O)cc1
→ 3	109	98	0	98	90	1	97
- O=C(c1cc2ccccc2o1)N1CCN(S(=O)(=O)c2ccc(F)c(F)c2F)CC1
→ 0	96	97	2	90	99	-2	92
- CSc1ccccc1-c1nnc(NC(=O)Cc2ccccc2)o1
→ 6	104	97	-9	94	98	10	97
- Cc1ccccc1-c1nc(CS(=O)(=O)CC(=O)NCCCN2C(C)CCCC2C)c(C)o1 (configuration not stated)
→ 0	104	105	-2	103	107	8	102
- Cn1c(CC(=O)Nc2ccccc2C(F)(F)F)c(Sc2ccccc2)c2ccccc21
→ 1	100	103	1	102	90	1	103
- CCOC(=O)c1sc(=S)n(Cc2ccccc2)c1C
→ 0	100	95	-4	93	115	4	84
- Cc1ccc(Nc2c(-c3cccnc3)nc3ccc(Br)cn23)cc1
→ 1	100	103	0	100	97	0	102
- Cc1cc(=O)[nH]c(SCC(=O)N2CCC(C(N)=O)CC2)n1
→ 1	100	101	4	97	100	6	98
- COC(=O)c1[nH]c(C)c(/C(O)=C2\C(=O)C(=O)N(CCCN3CCOCC3)C2c2ccccn2)c1C (configuration not stated)
→ 1	103	107	-2	98	99	-6	92
- Cc1sc2nc(CN3CCC(C)CC3)nc(Cl)c2c1C
→ -3	97	97	-1	105	94	9	97
- COC(=O)CSc1nnc(-c2ccco2)n1Cc1ccco1
→ 1	105	104	-3	101	106	3	102
- CC(C)(C)NC(=O)CN(Cc1cccs1)C(=O)CCC(=O)Nc1nccs1
→ 0	101	99	-1	99	98	9	103
- COc1cc([N+](=O)[O-])ccc1NC(=O)Nc1ccc2c(c1)OCCO2
→ -4	99	94	14	101	119	7	93
- COc1ccc(NCC(=O)N2CCCC2)cc1Cl
→ 4	92	93	2	93	97	1	82
- O=C(CCN1CCCCC1)N/N=C/c1c[nH]c2ccccc12
→ 43	110	109	-3	104	116	5	99
- Cc1cccc(OCC(=O)N2CCC(N3CCCCCC3)CC2)c1
→ 1	106	97	6	102	99	-1	102
- Clc1ccc(-c2csc(N3CCN(c4ccccc4)CC3)n2)cc1
→ 6	98	110	7	100	96	0	106
- NC(=O)c1ccc[n+](Cc2ccccc2)c1
→ 3	101	103	1	101	96	-6	105

Values run as follows: AHR activator	AGP1-GFP MLPCN	MEP2 TOR yeast	procasp3 activ	RPL19A-GFP yeast	LAP4 TOR yeast	proCasp7 act	CIT2 TOR yeast
- Cc1c(Cl)cccc1NC(=S)N1CCCCCC1
→ -8	82	112	-1	112	69	-21	97
- O=C(CCc1nc2ccccc2s1)OCC(=O)N1CCN(C(=O)c2ccco2)CC1
→ -2	106	108	1	107	104	-8	107
- Cc1nn(CC(=O)Nc2ccc(S(N)(=O)=O)cc2)c(=O)c2ccccc12
→ 0	94	98	-5	103	90	-1	87
- COc1ccc2[nH]c(=O)c(CN(CC3CCCO3)S(=O)(=O)c3ccccc3F)cc2c1 (configuration not stated)
→ 1	94	100	-10	94	89	-8	97
- CC(C)C[C@H](NC(=O)N1c2ccccc2NC(=O)[C@@H]1C(C)C)C(=O)N1CCC[C@@H]1C(=O)O
→ -1	102	96	11	99	109	7	98
- O=C(c1ccc(S(=O)(=O)N2CCOCC2)cc1)N1CCN(c2ccccn2)CC1
→ 2	97	91	-1	95	103	3	94
- CCCCC(=O)Nc1nnc(S(=O)(=O)N(C)Cc2ccco2)s1
→ 0	97	104	1	97	99	-9	96
- O=C(COc1ccccc1)NC1CCCCCCC1
→ 3	94	101	7	103	101	-2	96
- CCOC(=O)Nc1ccc2c(c1)OCO2
→ 35	98	100	0	101	103	-4	101
- O=C(Nc1ccc(F)cc1F)Nc1csc2ccccc12
→ 51*	101	97	-4	96	116	3	83
- CCOC(=O)C/C(N)=N/NC(=O)c1ccc(Cl)cc1Cl
→ 1	104	98	1	100	98	1	103
- CC(=O)c1c(C)[nH]c(C(=O)Nc2nccs2)c1C
→ 133*	99	95	-5	97	99	6	102
- CCN(CC)C(=O)CSc1nnc(-c2ccccc2)c(-c2ccccc2)n1
→ 7	100	101	-11	101	98	6	99
- O=C(Nc1c2c(nc3ccccc13)CCCC2)c1ccccc1Cl
→ 21	100	107	-4	103	91	1	102
- O=C(Nc1c(C(=O)N2CCN(c3ccccn3)CC2)oc2ccccc12)c1cccc([N+](=O)[O-])c1
→ -5	96	96	8	97	105	8	101
- NC(=O)NC1NC(=O)NC1=O (configuration not stated)
→ -1	105	112	2	101	110	-6	101
- Cc1nn(Cc2ccccc2Cl)c(C)c1NC(=O)Cn1nc([N+](=O)[O-])c(Cl)c1C
→ 0	103	103	2	100	106	1	102
- COc1ccccc1NC(=O)CSc1nc2ncccc2[nH]1
→ 13	106	101	-1	96	93	-4	101
- CCS(=O)(=O)N1CCC(C(=O)NCCc2ccc(OC)c(OC)c2)CC1
→ -1	97	100	-7	98	99	6	96
- C=CCNC(=O)C1CC(=O)N(c2ccc(C)cc2)C1 (configuration not stated)
→ 0	104	98	4	97	98	-1	107
- COc1ccc(NC(=O)C2(N(CC(C)C)C(=O)Cn3nnnc3N)CCCCC2)cc1
→ 3	96	98	-3	95	101	0	88
- COc1ccc(C(=O)N2CCCc3ccccc32)cc1OC
→ /	97	99	/	100	88	/	93
- Cc1ccc(N(CC(=O)NCc2ccc(F)cc2)S(=O)(=O)c2c(C)n[nH]c2C)cc1
→ 1	94	103	1	98	86	7	97
- COC(=O)c1cc(=O)n(Cc2ccc(OC)c(OC)c2)c(=Nc2ccc(F)cc2)s1
→ 0	101	98	7	100	107	0	100
- O=C(Nc1nc2ccc(Cl)cc2s1)C1CC1
→ 114*	72	98	-4	92	118	3	77
- CN1CCC(N(C)C(=O)c2sc3cc(F)ccc3c2Cl)CC1
→ -3	105	101	-11	105	93	-1	103
- CC1(C)NC(=O)N(CC(O)COc2ccccc2C(=O)N2CCCCC2)C1=O (configuration not stated)
→ -2	100	101	14	101	98	-5	98
- CCOC(=O)c1c(NC(=O)c2ccccc2C)sc2c1CC(C)(C)OC2
→ 14	102	100	-12	98	110	-5	105
- O=S1(=O)CC2N=C(N(Cc3ccc(F)cc3Cl)c3ccccc3F)SC2C1 (configuration not stated)
→ -3	101	104	4	102	92	18	102
- CCc1c(O)nc(SCc2nc3ccccc3c(=O)[nH]2)[nH]c1=O
→ 3	92	97	-5	89	93	-2	93

Values run as follows: AHR activator	AGP1-GFP MLPCN	MEP2 TOR yeast	procasp3 activ	RPL19A-GFP yeast	LAP4 TOR yeast	proCasp7 act	CIT2 TOR yeast
- Cc1cc(NC(=O)CSc2nc3ccsc3c(=O)n2NC(=O)c2ccccc2)no1
→ -1	?	?	-2	?	99[may fluoresce red and violet]	9	?
- CCCCN(CCCNC(=O)C1CCCN(S(=O)(=O)CCC)C1)Cc1ccccc1 (configuration not stated)
→ 2	98	118	2	105	100	4	103
- O=C(CCNS(=O)(=O)c1ccccc1F)NCc1ccc2c(c1)OCO2
→ 6	100	105	-5	100	105	11	90
- CC(=O)c1cc(NC(=O)c2ccc(C)cc2)c(=O)oc1C
→ 31	/	86	-8	79	166*	-25	74
- Cc1ccc(N2CC(=O)Nc3c(oc4nc(-c5ccccc5)cc(C)c34)C2=O)cc1
→ -1	97	100	2	100	110	2	96
- CC(C)CCn1cnc2c1c(=O)[nH]c(=O)n2Cc1ccccc1
→ 3	97	107	2	104	95	-4	100
- CCOc1ccc(CCN2C(=O)C3C4CCC(O4)C3C2=O)cc1OCC (configuration not stated)
→ 0	93	96	-4	96	97	-6	81
- COc1ccc(NC(=O)C2CC(=O)N/C(=N/NC(=O)c3ccc(Cl)cc3)S2)cc1 (configuration not stated)
→ 1	104	97	-6	99	110	-7	104
- O=C(CNc1ccccc1F)N/N=C/C1CC=CCC1 (configuration not stated)
→ 4	100	97	1	100	102	18	100
- CCOC(=O)CNC(=O)CSc1nnnn1-c1ccc(C)c(C)c1
→ 5	102	116	1	108	104	-5	103
- CCN1C(=O)[C@@H]2[C@@H](c3ccc(SC4CCCCC4)c(OC)c3)N3CCC[C@@]3(C(=O)OC)[C@@H]2C1=O
→ -1	102	104	-1	100	94	-2	95
- O=C(O)Cc1cc(C(=O)Nc2ccc(Br)cc2)sc1-c1ccccc1
→ -1	116	115	0	108	116	-2	110
- COc1c(O)ccc2c1CN1CCc3cc4c(cc3C1C2)OCO4 (configuration not stated)
→ 9	29	205*	2	67	109	-8	123
- CSCCNC(=O)c1cccc(Cl)c1
→ 0	100	94	-8	106	96	-8	96
- Cc1cc(NC(=O)COC(=O)c2ccc(S(=O)(=O)C(F)F)cc2)n(-c2ccccc2)n1
→ 0	105	92	0	95	96	7	102
- CCC1(c2ccccc2)NC(=O)N(CC(=O)NNC(=O)CCN2CCN(c3ccccc3)CC2)C1=O (configuration not stated)
→ -1	99	102	-3	94	100	4	100

Some entries already given with just AHR activator.
| SMILES | AHR activator |
| --- | --- |
| Cc1cc(NC(=O)CSc2nc3ccsc3c(=O)n2NC(=O)c2ccccc2)no1 | -1 |
| CCCCN(CCCNC(=O)C1CCCN(S(=O)(=O)CCC)C1)Cc1ccccc1 (configuration not stated) | 2 |
